GLP-1R inv ag: qHTS of GLP-1 Receptor Inverse Agonists (Inhibition Mode). Glucagon-like peptide 1 receptor (Homo sapiens), P43220. HEK293 GLP-1R CRE-luciferase, luminescence, 24 h; GLP-1R form is constitutively active. Potency, µM (doses to about 38.3 µM), inactives show at the top dose activity change, negative = inhibition, usual class: inhibitors. actives 1.6% (n = 410,000). AID 624417, 2012; further: potency means the concentration at half of the fitted maximal effect; on the % scale 0 is the no-effect control and ±100 the full control effect; nearly all actives have a fitted effect of over 55% in size
Target sequence (P43220 whole entry, looked up): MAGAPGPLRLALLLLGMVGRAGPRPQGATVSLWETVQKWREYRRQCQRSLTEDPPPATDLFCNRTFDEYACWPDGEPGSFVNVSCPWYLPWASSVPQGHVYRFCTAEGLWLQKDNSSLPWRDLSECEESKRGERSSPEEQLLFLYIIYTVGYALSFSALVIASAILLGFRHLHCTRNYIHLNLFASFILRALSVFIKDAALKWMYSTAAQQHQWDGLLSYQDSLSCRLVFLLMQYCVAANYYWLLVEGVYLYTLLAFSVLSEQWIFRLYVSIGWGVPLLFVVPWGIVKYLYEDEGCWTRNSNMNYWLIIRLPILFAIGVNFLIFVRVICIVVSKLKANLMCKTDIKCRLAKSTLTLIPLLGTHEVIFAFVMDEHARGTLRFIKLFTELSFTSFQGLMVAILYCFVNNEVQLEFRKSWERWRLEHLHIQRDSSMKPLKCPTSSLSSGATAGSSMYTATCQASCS
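Inverse agonism was detected as reduced cAMP-driven luciferase luminescence after 24 h compound treatment. The cells were HEK293 clones expressing constitutively active human GLP-1R with the reporter. Reporter-only and GPR119 cell lines served as counterscreen controls.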
TDP43 rescue: qHTS of TDP-43 Inhibitors | Potency, µM (doses to about 46.1 µM), inactives show top-dose growth rescue (activation), hits mostly activators | actives 1.8% (n = 410,000) | TDP-43 expressing yeast growth rescue, BacTiter-Glo, 24 h; further: potency means the concentration at half of the fitted maximal effect; % of control where 0% means no effect; nearly all actives have a fitted effect of over 50% in size
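Yeast expressing TDP-43 (pregrown in raffinose, seeded at OD600=0.02 in galactose medium) exposed to compounds 24 hr at 30 deg C. Growth read by BacTiter-Glo luminescence; rescue of toxicity appears as increased signal.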
Abeta yeast res: qHTS for compounds that reverse cellular toxicity of Amyloid beta (A-beta) peptide in yeast: Primary Screen; Potency, µM (titrated, usually from 46.1 µM), without a hit: at the highest dose growth rescue, actives largely listed as activators; yeast expressing A-beta42, growth rescue, OD600, 48 h; response scale: 0% DMSO, 100% iron-clioquinol control; actives 0.063% (n = 410,000); AID 1347071, 2019; further: potency means the concentration at half of the fitted maximal effect; nearly all actives have a fitted effect of over 55% in size
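Yeast A-beta toxicity model in growth medium with pinned compounds, 48 h at 30 C; growth read as absorbance at 600 nm. Normalized to FeCl3/clioquinol equimolar mix (positive) and DMSO (negative).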
FUS suppressor: qHTS for Suppressors of FUS Proteinopathy: Primary screen using FUS-linked yeast assay. S. cerevisiae FUS-expressing, growth rescue, OD600, 24 h. Potency, µM (doses to about 76.6 µM), for the others: top-dose growth rescue (activation), hits mostly activators. actives 0.24% (n = 390,000);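 further: potency means the concentration at half of the fitted maximal effect; plate controls were DMSO vehicle for no effect and reference control for full effect; nearly all actives have a fitted effect of over 55% in size; some results filed as inactive show a strong effect at the top dose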
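FUS-expressing yeast, raffinose-pregrown, induced in 2% galactose minimal medium at OD 0.005; compounds in a dilution series, 24hr at 30C. Growth restoration read as absorbance at 600 nm. CP55940 positive control, DMSO negative.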
pAkt inh: HTS Assay for Inhibitors of Akt Phophorylation: Primary Screen; Neuro2A IGF-stimulated pAkt S473 HTRF, 20 min; stronger effect = lower value; activity change, % for hits at 50 µM; actives 0.32% (n = 360,000); in the data active means activity change below about -80%; inconclusive means mostly about -51% to -80%; further: on the % scale 0 is the no-effect control and ±100 the full control effect
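Neuro2A cells (4,500/well, DMEM with 0.5% FBS) were treated with compound at a single 50 µM final concentration, stimulated with 6 nM IGF for 20 min at 37 °C, and lysed. Phospho-Akt Ser473 was read by HTRF as 665/615 ratio ×10^4.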
PTHR1 ag: qHTS for PTHR1 Agonists: Primary Screen; HEK293 GP2 PTHR1 cells, GloSensor cAMP luminescence, 1 h; Potency, µM (highest dose often 115 µM), for inactives: at the highest dose activation, usual class: activators; actives 0.075% (n = 410,000); further: potency means the concentration at half of the fitted maximal effect; nearly all actives have a fitted effect of over 55% in size; some results filed as inactive show a strong effect at the top dose; inactives centre near -15; many of its hits are not listed in these tables
Target sequence (Q03431 whole entry, looked up): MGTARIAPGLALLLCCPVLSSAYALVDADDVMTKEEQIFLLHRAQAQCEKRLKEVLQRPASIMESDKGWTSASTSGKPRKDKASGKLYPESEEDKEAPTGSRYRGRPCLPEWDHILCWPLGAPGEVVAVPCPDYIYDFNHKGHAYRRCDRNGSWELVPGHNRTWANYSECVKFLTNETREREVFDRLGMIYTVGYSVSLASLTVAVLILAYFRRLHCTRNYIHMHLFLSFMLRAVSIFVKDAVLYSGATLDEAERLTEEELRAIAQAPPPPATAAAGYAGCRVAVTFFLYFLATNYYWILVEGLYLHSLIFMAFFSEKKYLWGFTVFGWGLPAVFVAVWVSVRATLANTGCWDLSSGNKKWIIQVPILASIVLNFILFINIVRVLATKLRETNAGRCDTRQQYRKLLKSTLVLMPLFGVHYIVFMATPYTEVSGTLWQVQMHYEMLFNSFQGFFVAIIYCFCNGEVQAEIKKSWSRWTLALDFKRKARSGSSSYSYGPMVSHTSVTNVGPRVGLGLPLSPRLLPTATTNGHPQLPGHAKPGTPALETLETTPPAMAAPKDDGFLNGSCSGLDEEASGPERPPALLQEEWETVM
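HEK-293-derived GP2 cells expressing PTHR1 and a GloSensor cAMP reporter, 3,000/well, plated overnight, given luciferin plus IBMX (each 0.5 mM as added) for 1 h at 37 °C, then compound for 1 h at 37 °C. Luminescence was read after 15 min at room temperature.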
HEK293 tox: qHTS of GLP-1 Receptor Inverse Agonists: Cytotox Screen; AID 624418, 2012; HEK293 cAMP-luciferase reporter cells, luminescence, 24 h; actives 0.13% (n = 410,000); Potency, µM (top dose mostly 38.3 µM), for inactives: at the top dose activity change, negative = inhibition, usual class: inhibitors;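 further: loss of luciferase light is scored as toxicity; potency means the concentration at half of the fitted maximal effect; on the % scale 0 is the no-effect control and ±100 the full control effect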
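Compound-treated cells are incubated 24 hr at 37 deg C under 5% CO2 after a 12 hour attachment period, then luciferase detection reagent is added and luminescence is measured following 12 min at room temperature; lowered signal indicates toxicity.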
aSyn yeast inh: qHTS of alpha-syn Inhibitors; Yeast expressing alpha-synuclein, growth rescue, BacTiter-Glo, 24 h; Potency, µM (doses to about 46.1 µM), inactives show at the top dose growth rescue (activation), actives largely listed as activators; actives 0.14% (n = 370,000); AID 652106, 2013; further: potency means the concentration at half of the fitted maximal effect; % of control where 0% means no effect; nearly all actives have a fitted effect of over 65% in size
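Rescue of yeast growth: cells expressing toxic alpha-synuclein, induced in galactose at OD600 0.02, incubated with compound 24 h at 30 C. ATP luminescence quantified growth; inhibitors of toxicity appear as activators.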
Mm-Cpn inhibitor: Inhibitors of TCP-1 ring complex (TRiC) of Methanococcus maripaludis (MmCpn): qHTS. Chaperonin Mm-Cpn (Methanococcus maripaludis). purified Mm-Cpn ATPase, ADP Transcreener TR-FRET. Potency, µM (doses to about 76.9 µM), without a hit: top-dose activity, negative = inhibition, most hits filed as inhibitors. actives 0.031% (n = 330,000). AID 504842, 2011; further: potency means the concentration at half of the fitted maximal effect; on the % scale 0 is the no-effect control and ±100 the full control effect; nearly all actives have a fitted effect of over 80% in size
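Compound-treated chaperonin, 25 nM final, turns over 10 uM ATP at 37°C for 30 min following a 10 min preincubation; ADP generated competes with ADP-d2 for Eu-cryptate antibody, lowering FRET.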
The depositor's hits bear a star; i = inactive; ? = inconclusive; / = no result given; [ ] = dose if it differs, or a comment. Unless noted, the call rests on the fitted dose curve; in most records, active means well fitted curve in the direction sought with a large enough effect; inconclusive means small, poorly fitted or top-dose-only effect, or another doubt; inactive means no such curve, though single readings can be large; an effect the other way counts as inactive or inconclusive.

Sample of the layout, 7 compounds:
SMILES | GLP-1R inv ag | TDP43 rescue | Abeta yeast res | FUS suppressor | pAkt inh | PTHR1 ag | HEK293 tox | aSyn yeast inh | Mm-Cpn inhibitor
O=C1/C(=C/c2ccc(Cl)cc2)SC(=S)N1CCC(=O)N1CCCCC1CCO (stereo unspecified) | ? | -10% | -1% | 29% | i | -32%[inhibitor] | ? | 10% | ?
COc1ccc(NC(=O)CCS(=O)(=O)c2cc3c(cc2C)NC(=O)CO3)cc1Cl | 18% | -9% | -16% | -15% | / | i | 2% | -10% | /
COc1cc(C(=O)Nc2ccc(C)cc2)c(-n2cnnn2)cc1OC | 12% | 5% | -17% | -34% | i | -50% | -32% | 11% | 0%
COCCn1c(C)cc(C(=O)COc2ccc(N(C)S(=O)(=O)c3ccc(C)cc3)cc2)c1C | ? | 4% | -5% | / | i | -22% | 4% | 0% | -5%
O=C(O)Cc1ccc(NCc2ccccc2Cl)cc1 | 3%[7.66 µM] | 0% | 30% | 6% | i | i | -3%[7.66 µM] | 15% | 1%
Cc1ccc(-c2nnc(SCC(=O)N3CCCc4ccccc43)o2)cc1 | 9% | 22% | -2% | 0% | / | -5% | 0% | / | /
CCOC(=O)CON1C(=O)C(=O)N(OCC(=O)OCC)C2CCCCC21 (stereo unspecified) | -17% | 27% | 1% | -37% | i | i | -4% | -2% | -3%

Results (from the top)
SMILES | GLP-1R inv ag | TDP43 rescue | Abeta yeast res | FUS suppressor | pAkt inh | PTHR1 ag | HEK293 tox | aSyn yeast inh | Mm-Cpn inhibitor
O=C1/C(=C/c2ccc(Cl)cc2)SC(=S)N1CCC(=O)N1CCCCC1CCO (stereo unspecified) | ? | -10% | -1% | 29% | i | -32%[inhibitor] | ? | 10% | ?
COc1ccc(NC(=O)CCS(=O)(=O)c2cc3c(cc2C)NC(=O)CO3)cc1Cl | 18% | -9% | -16% | -15% | / | i | 2% | -10% | /
COc1cc(C(=O)Nc2ccc(C)cc2)c(-n2cnnn2)cc1OC | 12% | 5% | -17% | -34% | i | -50% | -32% | 11% | 0%
COCCn1c(C)cc(C(=O)COc2ccc(N(C)S(=O)(=O)c3ccc(C)cc3)cc2)c1C | ? | 4% | -5% | / | i | -22% | 4% | 0% | -5%
O=C(O)Cc1ccc(NCc2ccccc2Cl)cc1 | 3%[7.66 µM] | 0% | 30% | 6% | i | i | -3%[7.66 µM] | 15% | 1%
Cc1ccc(-c2nnc(SCC(=O)N3CCCc4ccccc43)o2)cc1 | 9% | 22% | -2% | 0% | / | -5% | 0% | / | /
CCOC(=O)CON1C(=O)C(=O)N(OCC(=O)OCC)C2CCCCC21 (stereo unspecified) | -17% | 27% | 1% | -37% | i | i | -4% | -2% | -3%
O=S1(=O)C[C@H](N2CCN(CCO)CC2)[C@@H](COCc2ccccc2)N1 | 14% | 11% | -14% | -25% | i | -26% | -8% | -12% | /
Cc1ccc(S(=O)(=O)c2cc3c(=O)n4ccccc4nc3n(Cc3ccco3)c2=N)cc1 | 0% | -18% | -13% | 14µM* | i | 2%[57.5 µM] | 344%[activator] | -3% | 0%
CCN1CCN(Cc2ccc(NC(=O)Nc3ccccc3Cl)cc2)CC1 | ? | 19% | 6% | -1% | i | -13% | ? | 2% | -29%
CC(=O)Nc1cccc(NC(=O)c2ccc(C(=O)Nc3cccc(NC(C)=O)c3)nc2)c1 | 11% | -13% | 0% | 43% | i | i | 5% | -10% | -1%
COc1ccccc1C(=O)NNC1=NS(=O)(=O)c2ccccc21 | 5% | -13% | -3% | 17% | i | -4% | -5% | -2% | -1%
CNC(=O)c1c(NC(=O)c2ccco2)sc2c1CCC2 | 79%[activator] | 22% | -22% | 22% | i | i | 2% | 2% | -7%
CCN(CC)CCCNC(=O)c1cc(-c2cccc(Cl)c2)on1 | ? | -12% | 6% | 24% | i | -18% | 4% | 7% | 2%
CC(C)c1ccc(-c2csc3ncnc(N4CCN(C)CC4)c23)cc1 | ? | 11% | -5% | 8% | i | i | ? | 5% | 0%
CC(C)C(OC(=O)c1cccs1)C(=O)NC1CCCCC1 (stereo unspecified) | ? | 7% | -4% | -11% | i | -21% | -1% | -2% | 0%
COc1cc(Nc2ncnc(N)n2)cc(OC)c1 | 31%[activator] | 14% | -14% | -6% | i | i | 5% | 5% | 0%
COCCCn1c(SCC(=O)NC2CCCC2)nnc1-c1cccs1 | 1% | 9% | 4% | 1% | i | -13% | 1% | -4% | -2%
C[C@@H](NC(=O)[C@@H]1CCCN1C(=O)[C@@H]1CCCN1C(=O)c1cccc(Cl)c1)c1ccccc1 | 13% | 19% | -7% | 9% | i | -15% | 4% | 1% | /
Cc1ccc(NC(=O)C2CCCN(C(=O)c3ccc(Cl)cc3)C2)cc1S(=O)(=O)N1CCOCC1 (stereo unspecified) | 0% | 5% | 2% | 29% | i | -40% | -11% | -3% | -3%
Cc1cc(NC(=O)CSc2nnc(-c3ccco3)n2C)no1 | 10% | 7% | -5% | -21% | i | -14% | -5% | 0% | -2%
O=C(COc1ccccc1-c1ccccc1)N/N=C/c1cccc2ccccc12 | ? | 6% | 17% | 21% | i | -62%[inhibitor] | ? | 7% | 1%
CCOC(=O)[C@H]1[C@H]2COc3ccc(OC)cc3[C@@H]2N2C(=O)CN(Cc3ccc(OC)cc3)C(=O)[C@@]12C | 26% | 9% | 6% | ? | i | -4% | -47% | -3% | 2%
c1csc(-c2nc3ccccn3c2Nc2ccc3c(c2)OCCO3)c1 | ? | -5% | -29% | -3% | / | -22% | -23% | / | /
CCC(C)(C)C1CCc2[nH]nc(C(=O)NCc3ccccn3)c2C1 (stereo unspecified) | ? | 17% | 3% | 12% | i | -65%[inhibitor] | -3% | 10% | 2%
COc1ccc(O)c(CN2CC3CCC(CC3)C2)c1 | 6% | -7% | 3% | -11% | i | -5% | -1% | -5% | /
CCOC(=O)Cn1c(-c2cccnc2Cl)nc2cc(Cl)c(Cl)cc21 | -2% | -24% | 7% | ? | i | i | -6% | -2% | -2%
O=C1C(=O)N(c2ccccn2)C(c2ccc(F)cc2)/C1=C(/O)c1ccc(Br)cc1 (stereo unspecified) | -1% | -20% | -15% | -10% | i | -29% | -10% | 0% | -1%
COc1ccc(CCC(=O)Nc2cccc(Cl)c2)cc1 | ? | -8% | 1% | / | i | -16% | 4% | -17% | -2%
COc1cc(/C=N/O)cc(Br)c1OCc1cccc(Cl)c1 | ? | ? | -94%[inhibitor] | 29% | i | ? | ? | -37%[inhibitor] | 1%
COc1ccccc1N1CN(S(=O)(=O)c2ccc(C)cc2)c2nc3ccccc3nc21 | ? | 19% | 4% | 5% | i | i | 19% | 7% | 0%
C#CCN(C[C@@H]1[C@@H](OC(=O)NCc2ccco2)[C@@H](OC(=O)NCc2ccco2)Cn2c(=O)ccc(=O)n21)S(=O)(=O)c1ccc(C)cc1 | 10µM* | 21% | -1% | ? | i | -88%[inhibitor] | ? | -7% | /
CC(C)(C)C(=O)OC/C(N)=N/OC(=O)c1ccccc1 | -2% | ? | 3% | 5% | i | -80%[inhibitor] | -14% | -1% | 1%
COc1ccc(C2C3=C(CC(C)(C)CC3=O)Nc3n[nH]c(C)c32)cc1 (stereo unspecified) | 9% | -5% | 7% | 16% | / | i | -10% | 2% | 0%
CCC(=O)N1c2ccc(S(=O)(=O)CCC(=O)NCc3ccccc3OC)cc2CC1C (stereo unspecified) | 7% | 0% | -5% | 1% | / | -37%[inhibitor] | 0% | / | /
N/C(=N\S(=O)(=O)c1cccs1)c1ccccc1 | 5% | 1% | -13% | -9% | i | i | 42%[activator] | 8% | 0%
COc1ccc(Br)c2c1C(=O)CC2 | 36%[activator] | -4% | -7% | 6% | i | i | 1% | 7% | -5%
O=C1C(Cl)=C(N2CCCCCC2)C(=O)N1c1ccccc1Cl | ? | ? | -31%[inhibitor] | 11% | i | -12% | -1% | 6% | -3%
CC(C)CC1NC(=O)N(Cc2cc(=O)n3ccsc3n2)C1=O (stereo unspecified) | 13% | 7% | -4% | 9% | i | -22% | 17% | 0% | -1%
COc1cc(CCC(=O)OCC(=O)N2CC(=O)Nc3ccccc32)cc(OC)c1OC | 10% | -2% | 0% | / | i | i | -6% | -12% | -1%
CCN(C(=O)CN1C(=O)S/C(=C\C=C\c2ccccc2)C1=O)C1CCS(=O)(=O)C1 (stereo unspecified) | 25% | -7% | -9% | ? | i | ? | -10% | -13% | -1%
NC(=O)c1ccccc1NS(=O)(=O)c1ccc(S(=O)(=O)N2CCCC2)cc1 | 6% | 20% | -5% | -7% | i | 0% | -5% | 0% | 1%
CCN(CC)c1ccc(N)cc1S(=O)(=O)Nc1ccc(OC)cc1 | 4% | -6% | 3% | 28% | i | -2% | 1% | 4% | -2%

An excerpt, so the mix of outcomes need not match the whole.
